# aGlu spleen mod: lysosomal alpha-glucosidase (human) modulation; P10253; human spleen homogenate, 4-MU-alpha-glucoside fluorescence; Potency, µM (highest dose often 79.9 µM), inactives show at the highest dose activity change, negative = inhibition, actives largely listed as inhibitors; 0.006% of 240,000 active; AID 2112;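 also: 0% = enzyme with vehicle and -100% = no enzyme basal signal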
#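 Human spleen homogenate (1 ug) with 4-methylumbelliferyl-alpha-D-glucopyranoside (1 mM final) in 50 mM citrate/phosphate pH 5.0, 0.01% Tween-20; 40 min at 37 C. Stopped at pH 10; 4-MU fluorescence Ex 365/Em 440 nm; AC50 by Hill fit.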
# HTT ATP protect: protects HTT-Q103 PC12 cells, measured by ATP; PC12 HTT-Q103 induced, cytoprotection, ATP luminescence, 40 h; Potency, µM (top dose mostly 56.4 µM), for inactives: cytoprotection (ATP increase), most hits filed as activators; 0.14% of 230,000 active;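 also: % of control where 0% means no effect; nearly all actives have a fitted effect of over 45% in size; toxic huntingtin expression switched on by the ecdysone agonist tebufenozide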
#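 Huntington model: PC12 line, ecdysone-inducible HTTQ103 exon1–GFP, tebufenozide 100 nM. Test articles in a dose series. Endpoint luminescence from cellular ATP.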
# HTT aggregate: reduces HttQ103-GFP aggregates in PC12 cells | PC12 HttQ103-GFP aggregates, Acumen cytometry, 40 h | Potency, µM (series often up to 46.1 µM), without a hit: at the top dose activity change, negative = inhibition, most hits filed as inhibitors | 1.1% of 220,000 active | AID 1688; also: % is scaled to controls: 0 for no effect and ±100 for the full control effect; nearly all actives have a fitted effect of over 60% in size
#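 PC12 cells stably carrying ecdysone-inducible HTT exon 1 Q103–GFP were induced with tebufenozide (100 nM final) and treated with library compounds in titration. GFP aggregates in lysates were counted by laser scanning cytometry.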
# RGS12 GoLoco inh: inhibitors of human Gai1-RGS12 GoLoco interaction (red fluorophore) | P63096 | Gai1:RGS12 GoLoco peptide FP, rhodamine, 10 min | Potency, µM (titrated, usually from 61.6 µM), inactives show at the highest dose activity, negative = inhibition, usual class: inhibitors | 0.44% of 230,000 active | AID 880; active = well fitted inhibition curve with a large enough effect, not every such curve was filed as active; inactive = no such curve, though single readings can be large or run the other way; also: % is scaled to controls: 0 for no effect and ±100 for the full control effect; nearly all actives have a fitted effect of over 30% in size; many of its hits are not listed in these tables
# Target sequence (P63096 whole entry, looked up): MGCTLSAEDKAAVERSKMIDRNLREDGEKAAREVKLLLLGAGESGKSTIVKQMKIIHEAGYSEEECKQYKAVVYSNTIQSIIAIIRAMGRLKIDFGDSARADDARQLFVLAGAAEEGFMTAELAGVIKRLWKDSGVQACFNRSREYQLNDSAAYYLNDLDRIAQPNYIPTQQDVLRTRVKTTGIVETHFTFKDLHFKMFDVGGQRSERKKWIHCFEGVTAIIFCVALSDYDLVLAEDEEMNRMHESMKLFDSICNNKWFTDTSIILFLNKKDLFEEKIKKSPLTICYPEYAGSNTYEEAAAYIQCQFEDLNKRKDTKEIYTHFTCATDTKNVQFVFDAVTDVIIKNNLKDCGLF
# GAA inh: alpha-glucosidase (human) inhibition; Potency, µM (titrated, usually from 76.9 µM), for inactives: top-dose activity change, negative = inhibition, most hits filed as inhibitors; 0.005% of 200,000 active; purified human GAA, 4-MU-alpha-glucoside fluorescence;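 also: plate controls were uninhibited enzyme wells for no effect and no-enzyme background for full effect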
#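 Fluorescence at Ex 365/Em 440 nm from 4-methylumbelliferone reported enzyme activity after 20 min at room temperature. Reactions used 4 nM enzyme and 400 uM substrate at pH 5.0; curves fitted with the Hill equation.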
# GAA glycogen mod: inhibitors or activators of human alpha-glucosidase glycogen cleavage. P10253. 0.38% of 300,000 active. Potency, µM (top dose mostly 76.4 µM), for inactives: at the highest dose activity change, negative = inhibition, hits mostly inhibitors. recombinant GAA, glycogen substrate, Amplex Red glucose oxidase fluorescence;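 also: 0% = full enzyme reaction and -100% = no-enzyme basal signal; the screen sought inhibitors and activators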
#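 Recombinant enzyme (4 nM final) with compounds titrated up to 77 uM and bovine liver glycogen (30 ug) in citrate pH 5.0, 0.01% Tween-20, 37 C 40 min. Released glucose detected by Amplex Red/glucose oxidase (Ex 573/Em 610); AC50 from Hill fits.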
# IMPase Li cell: cell-permeable IMPase inhibitors with lithium potentiation; AID 1457; CHO-M1 cells, IP1 TR-FRET (IP-One), carbachol + lithium; Potency, µM (top dose mostly 59.4 µM), for the others: at the top dose activity, negative = IMPase inhibition, hits mostly inhibitors; 0.35% of 210,000 active;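 also: IP1 builds up when IMPase is blocked and the TR-FRET signal falls; plate controls were basal vehicle for no effect and high inhibitor control for full effect; nearly all actives have a fitted effect of over 50% in size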
#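 Readout is a homogeneous TR-FRET IP1 immunoassay (Ex 320, Em 665 and 620), where raised cytosolic IP1 lowers signal. Cells were CHO-M1 treated 30 min at 37C with test compounds plus a little lithium; AC50 values came from Hill-equation fitting.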
# Numbers without * were called inactive; ? = inconclusive; nt = no result given; & = joins results of further samples; [ ] = remark or other dose. Unless noted, calls follow the shape of the dose curve; as a rule, active = well fitted curve in the direction sought with a large enough effect; inconclusive = small, poorly fitted or top-dose-only effect, or another doubt; inactive = no such curve, though single readings can be large; an effect the other way counts as inactive or inconclusive. Potency is read from the fitted curve at half-maximal effect. Only part of the results is shown; the hit share may differ from the screen's.
1: O=C(COc1ccccc1)Nc1nn[nH]n1
2: Cc1ccc(-c2nc(CS(=O)CC(=O)NCc3ccccn3)c(C)o2)cc1 (configuration not stated)
3: O=C(CSC1CC(=O)N(CCc2ccccc2)C1=O)Nc1ccc(Br)cc1 (configuration not stated)
4: N#Cc1cccc(C(c2nnnn2CCc2ccccc2)N2CCN(C3CCCCC3)CC2)c1 (configuration not stated)
5: O=C(O)CN(Cc1ccco1)S(=O)(=O)c1ccc(F)cc1
screen / no. | 1 | 2 | 3 | 4 | 5
IMPase Li cell | 0%[38.3 µM] | -8%[38.3 µM] | 6%[38.3 µM] | nt | -13%[38.3 µM]
GAA inh | 0% | 2% | -6% | -3% | -7%
HTT ATP protect | 1% | -4% | -1% | -15% | -8%[10 µM]
RGS12 GoLoco inh | 6% | 0% | 5% | nt | 4%
aGlu spleen mod | 1% | -10% | 1% | -6% | -13%
GAA glycogen mod | 9% | 0% | -2% | 13% | 12%
HTT aggregate | -21% | -12% | 12% | 2% | 0%

6: CCn1cc(NC(=O)Nc2ccc(OC)c(OC)c2)c(C(N)=O)n1
7: CN1CCc2cccc3c2[C@H]1Cc1ccc(O)c(O)c1-3
8: Nc1nc(N2CCOCC2)nc(N(c2ccccc2)c2ccccc2)n1
9: COc1cccc(NC(=O)c2c(C)cc(C)cc2CC(C)(C)C(=O)O)c1
10: O=C1CSC(c2ccccn2)N1c1ccc2ccccc2c1 (configuration not stated)
screen / no. | 6 | 7 | 8 | 9 | 10
IMPase Li cell | 1% | -4%&3%&24% | 2%[38.3 µM] | nt | -10%[38.3 µM]
GAA inh | -1% | 2%[15.4 µM] | 3%[15.4 µM] | 2% | -2%
HTT ATP protect | 6%[10 µM] | ? | -24% | 10%[10 µM] | 12%
RGS12 GoLoco inh | 4% | 1%&-5%&10% | 9% | 0% | -12%
aGlu spleen mod | -7% | 6%&-4%&-5% | -2% | -1% | -27%
GAA glycogen mod | -12% | 7.9µM* | 10% | 6% | -1%
HTT aggregate | -2% | ? | 2% | 9%[9.22 µM] | 0%

11: O=C(Nc1ccc(N2CCOCC2)cc1)C1CC1
12: O=C(Nc1ccc(N2CCCC2=O)cc1)c1cccc(F)c1
13: CCC(=O)Nc1cccc2cccnc12
14: Cc1cc(C)c(C)c(OCCCn2ccnc2)c1
15: COC(=O)c1ccc(-c2ncc[nH]2)cc1
screen / no. | 11 | 12 | 13 | 14 | 15
IMPase Li cell | 1%[38.3 µM] | 7%[38.3 µM] | -3% | -2%[38.3 µM] | -4%
GAA inh | -8% | -7% | 8% | 2% | 0%
HTT ATP protect | -39%[0.074 µM] | -26% | -22%[1.9 µM] | 9% | -26%[1.9 µM]
RGS12 GoLoco inh | -4% | 3% | 0% | 1% | 12%
aGlu spleen mod | -4% | 2% | 3% | 3% | 5%
GAA glycogen mod | -1% | -13% | 16% | 3% | 23%
HTT aggregate | -5% | -1% | 18%[9.22 µM] | -3%[9.22 µM] | -17%[9.22 µM]

16: Cn1c(-c2ccc(C=O)s2)nc2c3ccccc3c3ccccc3c21
17: O=C(OCc1ccc(Br)cc1)c1ccncc1
18: CNC(=O)C(=O)Nc1c(C)cc(C)cc1C
19: CCN=C1SC(CC(=O)Nc2ccccc2)C(=O)N1CC (configuration not stated)
20: CSCC(=O)N1CCCC(CNC(=O)c2ccccc2Cl)C1 (configuration not stated)
screen / no. | 16 | 17 | 18 | 19 | 20
IMPase Li cell | 13µM* | 3% | 9% | 28%[38.3 µM] | 0%
GAA inh | 6% | -2% | -2% | -10% | 3%
HTT ATP protect | 1%[10 µM] | 21%[10 µM] | 14%[0.074 µM] | -5%[10 µM] | -11%[10 µM]
RGS12 GoLoco inh | 93%[activator] | 4% | -7% | -3% | 7%
aGlu spleen mod | -11% | 2% | 4% | -5% | -2%
GAA glycogen mod | 13% | 3% | -4% | -5% | 13%
HTT aggregate | -6% | 17%[9.22 µM] | -8% | -7% | -3%[9.22 µM]

# Entries listed so far containing bromine, in the order listed:
3: O=C(CSC1CC(=O)N(CCc2ccccc2)C1=O)Nc1ccc(Br)cc1 (configuration not stated)
17: O=C(OCc1ccc(Br)cc1)c1ccncc1
screen / no. | 3 | 17
IMPase Li cell | 6%[38.3 µM] | 3%
GAA inh | -6% | -2%
HTT ATP protect | -1% | 21%[10 µM]
RGS12 GoLoco inh | 5% | 4%
aGlu spleen mod | 1% | 2%
GAA glycogen mod | -2% | 3%
HTT aggregate | 12% | 17%[9.22 µM]

# Compounds 14–17 from above:
14: Cc1cc(C)c(C)c(OCCCn2ccnc2)c1
15: COC(=O)c1ccc(-c2ncc[nH]2)cc1
16: Cn1c(-c2ccc(C=O)s2)nc2c3ccccc3c3ccccc3c21
17: O=C(OCc1ccc(Br)cc1)c1ccncc1
screen / no. | 14 | 15 | 16 | 17
IMPase Li cell | -2%[38.3 µM] | -4% | 13µM* | 3%
GAA inh | 2% | 0% | 6% | -2%
HTT ATP protect | 9% | -26%[1.9 µM] | 1%[10 µM] | 21%[10 µM]
RGS12 GoLoco inh | 1% | 12% | 93%[activator] | 4%
aGlu spleen mod | 3% | 5% | -11% | 2%
GAA glycogen mod | 3% | 23% | 13% | 3%
HTT aggregate | -3%[9.22 µM] | -17%[9.22 µM] | -6% | 17%[9.22 µM]

# The main list resumes, starting two compounds before the break.
19: CCN=C1SC(CC(=O)Nc2ccccc2)C(=O)N1CC (configuration not stated)
20: CSCC(=O)N1CCCC(CNC(=O)c2ccccc2Cl)C1 (configuration not stated)
21: C=CCc1ccc(OCCCCCN2CCOCC2)c(OC)c1
22: CC(C)(C)C(=O)CC1(O)C(=O)N(Cc2ccccc2)c2ccccc21 (configuration not stated)
23: CCNC(=S)N/N=C/c1ccc(C#N)cc1
24: CC1=C(C(=O)OCc2ccc(C)cc2)C(c2ccc(O)c([N+](=O)[O-])c2)NC(=O)N1 (configuration not stated)
25: CC(C)OCCCNS(=O)(=O)c1ccc2c(c1)OCCO2
screen / no. | 19 | 20 | 21 | 22 | 23 | 24 | 25
IMPase Li cell | 28%[38.3 µM] | 0% | nt | 19%[38.3 µM] | -12% | -9% | 11%[38.3 µM]
GAA inh | -10% | 3% | ? | 1% | -13% | -2% | -2%
HTT ATP protect | -5%[10 µM] | -11%[10 µM] | -34% | 3%[10 µM] | -65%[inhibitor] | -8%[10 µM] | 27%
RGS12 GoLoco inh | -3% | 7% | nt | -4% | 6% | -2% | 3%
aGlu spleen mod | -5% | -2% | 5% | 4% | -1% | -4% | -15%
GAA glycogen mod | -5% | 13% | 3% | 1% | -16% | 14% | 9%
HTT aggregate | -7% | -3%[9.22 µM] | 11% | 0% | 3% | 3% | -9%

26: O=C(Cn1nnc(-c2ccncc2)n1)Nc1ccc2c(c1)CCC2
27: O=C(CCc1nc2ccccc2s1)OCC(=O)N1CCN(C(=O)c2ccco2)CC1
28: Cc1ccc(S(=O)(=O)N(C)CCCC(=O)Nc2cccc3ccccc23)cc1
29: CN1C/C(=C\c2ccc(N3CCOCC3)cc2)C(=O)/C(=C/c2ccc(N3CCOCC3)cc2)C1
30: CCOC(=O)c1ccc(NC(=O)CN2CCN(CCN=CC3=C(O)CC(C)(C)CC3=O)CC2)cc1
screen / no. | 26 | 27 | 28 | 29 | 30
IMPase Li cell | 2%[38.3 µM] | 17%[38.3 µM] | 1% | -4% | -1%
GAA inh | 0% | -9% | 2% | -11% | 4%
HTT ATP protect | -6%[10 µM] | -8% | 35%[10 µM] | 9%[10 µM] | -4%[10 µM]
RGS12 GoLoco inh | 8% | 4% | -10% | 219%[activator] | -4%
aGlu spleen mod | 5% | 4% | -9% | 5% | 3%
GAA glycogen mod | 7% | 6% | 6% | -1% | -8%
HTT aggregate | 1% | -2% | -9% | ? | 3%

31: COC(=O)NCC(c1cccnc1)N1CCN(c2ccccc2OC)CC1 (configuration not stated)
32: Cc1ccc2cc(/C=N/NC(=O)c3ccccc3O)c(Cl)nc2c1
33: CCN(C(=O)c1cc2ccccc2oc1=O)c1ccccc1
34: CC(=O)Nc1ccc(NC(=O)C2CCN(C(=O)c3cccs3)CC2)cc1
35: Cc1nc2cc(N3CCCCC3)c(NC(=O)c3ccncc3)cc2c(=O)n1Cc1ccccc1
screen / no. | 31 | 32 | 33 | 34 | 35
IMPase Li cell | 2%[38.3 µM] | nt | 6%[38.3 µM] | -2% | 7%[38.3 µM]
GAA inh | 8% | 4% | -6% | 6% | -2%
HTT ATP protect | -12% | 7%[10 µM] | 30% | 17%[10 µM] | -9%
RGS12 GoLoco inh | 20% | nt | -5% | 5% | -9%
aGlu spleen mod | -5% | -5% | -1% | 2% | -5%
GAA glycogen mod | 0% | 5% | 6% | 6% | 3%
HTT aggregate | 1% | ? | -15%[9.22 µM] | 14%[9.22 µM] | 15%

36: CCN(CC)S(=O)(=O)c1ccc(N2CCOCC2)c(NS(=O)(=O)c2cc(C(C)(C)C)ccc2C)c1
37: CC1CCN(C(=O)Nc2ccc3nsnc3c2)CC1
38: Cc1nnc(N(C)C(=O)c2ccccn2)s1
39: Cc1sc(NC(=O)C2CCCCC2C(=O)O)c(C(N)=O)c1-c1ccccc1 (configuration not stated)
40: COc1ccc(C(=O)C[n+]2ccc(-c3nnc4n3CCC4)cc2)cc1
41: COc1ccc(/C=N/S(=O)(=O)c2ccccc2)cc1OC
42: CCOC(=O)C(C(=O)Nc1nccs1)C1CCCCC1 (configuration not stated)
43: Cc1cc(N2C(=O)CC(Cc3ccccc3)C2=O)no1 (configuration not stated)
screen / no. | 36 | 37 | 38 | 39 | 40 | 41 | 42 | 43
IMPase Li cell | 7% | -9%[38.3 µM] | -3%[38.3 µM] | -12%[38.3 µM] | 16% | -1% | -3%[38.3 µM] | -4%[38.3 µM]
GAA inh | -6% | 11% | -1% | -3% | 0% | -12% | 0% | -12%
HTT ATP protect | ? | -34% | 8% | -75%[inhibitor] | ? | -17% | -4% | 15%
RGS12 GoLoco inh | -3% | 5% | 5% | 5% | -1% | 8% | 4% | -10%
aGlu spleen mod | 1% | 0% | ? | -6% | -3% | 2% | -3% | -4%
GAA glycogen mod | -11% | 10% | -3% | 0% | 15% | -14% | 5% | -8%
HTT aggregate | 0% | -9% | -12% | -9% | 1% | 0% | -7% | 22%
